HDAC3 inhib = human HDAC3 inhibition. inhibition, % at 8.3 µM. recombinant HDAC3, fluorogenic peptide/trypsin coupled, fluorescence. 320,000 compounds, 0.15% hits. O15379; in the data active = inhibition above about 26%, passing the limit was not always enough
Target sequence (O15379 whole entry, looked up): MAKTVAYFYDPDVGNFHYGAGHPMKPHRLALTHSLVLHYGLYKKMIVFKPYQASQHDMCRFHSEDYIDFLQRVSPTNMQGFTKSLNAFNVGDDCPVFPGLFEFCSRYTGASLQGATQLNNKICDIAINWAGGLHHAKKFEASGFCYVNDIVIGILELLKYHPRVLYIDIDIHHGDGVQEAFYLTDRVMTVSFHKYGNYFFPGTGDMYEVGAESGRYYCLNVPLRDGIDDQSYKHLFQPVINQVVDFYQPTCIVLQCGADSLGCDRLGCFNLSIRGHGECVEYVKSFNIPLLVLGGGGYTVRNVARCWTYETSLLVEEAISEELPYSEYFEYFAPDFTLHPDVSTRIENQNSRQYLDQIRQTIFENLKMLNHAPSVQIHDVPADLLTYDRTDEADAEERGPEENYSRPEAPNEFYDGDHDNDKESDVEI
HSF-1 act = increases HSF-1 driven luciferase reporter signal | activation, % at 9 µM | NIH3T3-HGL HSF-1 luciferase reporter, MG132, 8 h; 100% = twice DMSO control signal | 300,000 compounds, 1.7% hits;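 active = mean replicate activation of at least 50% with a set share of replicates each reaching 50%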;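 also: 0% = median of the neutral control wells and 100% = twice that signal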
PolyA inh = yeast polyadenylation inhibition | AID 1875 | 300,000 compounds, 0.02% hits | S. cerevisiae SKY197-pL101 polyadenylation reporter, beta-gal luminescence; efflux-impaired pdr1/pdr3 knockout yeast; score 100 = 6 SD above DMSO | calls only at 12 µM;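 active = lowest replicate activity score at least 50, where 100 means six control SD above control mean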;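 also: yeast exposed to compound for 9 h at 30 °C; higher score means more reporter readthrough which indicates perturbed polyadenylation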
AI-2 QS modul = modulates the Vibrio harveyi AI-2 quorum sensing system | 300,000 compounds, 0.4% hits | Vibrio harveyi JMH597 AI-2 luminescence/OD600 ratio, 9 h; active compounds read low; strain lacks LuxN and CqsS sensors; 0 = neutral-control median | activity change, % at 7.5 µM; in the data active = activity change below about -75%, passing the limit was not always enough;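 also: luminescence divided by OD600 gain over 9 h not by final OD600 alone; inactives centre near 13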
GSK3B inh = inhibitors of human GSK3beta kinase | P49841 | GST-GSK3beta kinase, ADP-Glo luminescence, 60 min; active compounds read low | activity score (negative = inhibition), % at 10 µM | 300,000 compounds, 0.038% hits;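 active = more than half of replicate wells score below -50%, meaning over 50% inhibition versus plate controls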;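 also: 0% = median DMSO wells and -100% = median GW8510 positive control wells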
Target sequence (P49841 whole entry, looked up): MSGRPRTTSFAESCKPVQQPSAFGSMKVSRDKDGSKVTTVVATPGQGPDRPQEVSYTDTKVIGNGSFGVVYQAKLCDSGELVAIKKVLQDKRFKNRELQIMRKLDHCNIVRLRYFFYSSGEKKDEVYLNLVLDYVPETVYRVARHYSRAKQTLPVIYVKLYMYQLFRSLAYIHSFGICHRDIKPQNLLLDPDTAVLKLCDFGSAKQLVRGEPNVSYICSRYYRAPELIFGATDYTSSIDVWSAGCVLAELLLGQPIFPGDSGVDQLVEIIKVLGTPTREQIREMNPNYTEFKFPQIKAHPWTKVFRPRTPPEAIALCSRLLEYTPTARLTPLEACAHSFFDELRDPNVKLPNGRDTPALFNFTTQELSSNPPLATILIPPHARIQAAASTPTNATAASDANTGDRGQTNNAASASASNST
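Test system – GST-tagged human GSK3beta kinase, cell-free · Incubation – 60 min enzyme reaction, room temperature · Signal – ADP-Glo luminescence · Also added – peptide substrate and ATP at 25 µM · Controls – DMSO neutral wells and GW8510 at 20 µM as positive · Buffer or medium – Tris/MgCl2 kinase buffer · Measure – Luminescence-derived activity versus plate DMSO and GW8510 wells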
HSP90 refold inh = HSP90 refolding inhibition in rabbit reticulocyte lysate. luciferase refolding luminescence, 3 h. AID 1789. 290,000 compounds, 0.91% hits. inhibition, % at 5.6 µM;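 active = inhibition above the screen-wide mean plus 3 SD, computed separately per campaign, cut at about 16% in these data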;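 also: 0% = DMSO wells and 100% = 60 µM geldanamycin wells; inhibitors lower the luminescence because luciferase stays unfolded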
DYRK1A inh = Dyrk1A (rat) kinase inhibition. Q63470. ADP-Glo luminescence, NFATc1 peptide. inhibition, % at 12.5 µM. 310,000 compounds, 0.43% hits; in the data active = inhibition above about 50%;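 also: plate controls were vehicle with enzyme for no effect and no enzyme for full effect; many of its hits are not listed in these tables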
Platelet DG rel = modulates dense granule release in human platelets. human platelet-rich plasma, SFLLRN dense granule ATP release, luminescence. inhibition, %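 (compounds screened at 7.5 µM in platelet-rich plasma)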. 300,000 compounds, 0.22% hits;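 active = mean replicate score, as percent of positive control, at or above 50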
HSF1 inhib = HSF1 inhibition; 300,000 compounds, 0.77% hits; AID 2098; NIH3T3-HGL HSE-luciferase, MG132-induced, luminescence 8 h; active compounds read low; activity change, negative = inhibition, % at 7.5 µM (by protocol);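 active = more than half of replicate wells show activity change below -50%, luminescence cut by over half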;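 also: luciferase reports HSF-1 transcriptional activity via heat shock element; 0% = median of DMSO wells and -100% = zero luminescence signal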
GSK3 alpha inh = blocks human GSK-3 alpha kinase; ADP-Glo luminescence, 60 min; 320,000 compounds, 0.1% hits; AID 2650; P49840; inhibition, % at 10 µM;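 in the data active = inhibition above about 50%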;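 also: GST-tagged GSK-3 alpha with peptide substrate and 25 µM ATP; 0% = DMSO neutral wells and 100% = GW8510 positive control wells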
* hit, by the source's call; i = inactive; nt = no result given.

SMILES | HDAC3 inhib | HSF-1 act | PolyA inh | AI-2 QS modul | GSK3B inh | HSP90 refold inh | DYRK1A inh | Platelet DG rel | HSF1 inhib | GSK3 alpha inh
O=C(NCCCc1nc2ccccc2[nH]1)c1ccco1 | -1 | -5 | i | 18 | 0 | 2 | 4 | -2 | -1 | 2
COc1cc(OC)cc(C(=O)NCC(=O)OC2CCOC2=O)c1 (centres undefined) | 0 | 18 | i | -12 | 0 | 0 | -1 | -2 | -11 | -6
COc1ccc(NS(=O)(=O)c2ccc(NS(C)(=O)=O)cc2)cc1 | 6 | 13 | i | 20 | 1 | 3 | -3 | -1 | -3 | -1
Fc1ccc(C2CC(c3cccs3)=NN2c2ccccc2)cc1 (centres undefined) | nt | -7 | i | 37 | -1 | 1 | 2 | 4 | 12 | nt
COC(=O)CCC(=O)Nc1cc(Cl)cc(Cl)c1 | -2 | 4 | i | 16 | -4 | -1 | 0 | 0 | -7 | -8
CN1OC(Cn2cc(C#N)c(=O)n(C)c2=O)CC1c1ccccc1 (centres undefined) | -5 | 8 | i | 44 | 3 | 1 | 6 | 0 | -3 | 0
CCc1ccc(/C=C2\Oc3ccc(C(=O)OC)cc3C2=O)cc1 | 2 | -5 | i | 9 | 1 | -5 | 6 | -4 | 4 | 0
OCCC1CN(Cc2cccc(C(F)(F)F)c2)CCN1Cc1ccccc1 (centres undefined) | 0 | 17 | i | 16 | 2 | 1 | -9 | 0 | 6 | -2
COc1ccccc1/C=C/C=N/NC(=O)CCC1C(=O)NN=C1C (centres undefined) | 7 | 10 | i | -1 | 1 | 2 | -1 | 3 | -10 | 3
Cc1ccc(S(=O)(=O)N2CCCC2C(=O)OCc2ccco2)cc1 (centres undefined) | 2 | 45 | i | 19 | -4 | 0 | 1 | -1 | 15 | -5
CCC(NC(=O)COc1ccc([N+](=O)[O-])cc1)c1ccccc1 (centres undefined) | 3 | 8 | i | 31 | 0 | -1 | nt | 3 | -9 | -4
Cc1ccc(S(=O)(=O)N(C)CC(=O)N2CCOCC2)cc1 | -11 | 0 | i | 19 | -2 | -1 | -1 | 0 | -3 | -2
CCOc1ccc(NS(=O)(=O)c2cc(C(=O)N3CCN(C(C)=O)CC3)ccc2Cl)cc1 | 2 | 8 | i | 35 | 2 | -6 | 11 | 5 | 1 | -3
O=C(CSc1ncn[nH]1)NCc1ccccc1 | 5 | -1 | i | 4 | 2 | 0 | 0 | -2 | 0 | -1
O=C(NCc1ccc(OC(F)(F)F)cc1)C1CCC(=O)N(C2CC2)C1 (centres undefined) | nt | 2 | nt | 11 | -3 | 3 | 0 | -7 | 13 | nt
O=C(Cc1ccccc1)NNS(=O)(=O)c1ccccc1[N+](=O)[O-] | 1 | 0 | i | 10 | -4 | -4 | -3 | 2 | -6 | 0
CCOC(=O)/C(=N\NC(=O)c1ccccc1)c1ccccc1 | -1 | -3 | i | 21 | 3 | 3 | -5 | -6 | 3 | -1
O=C(Cc1ccccc1)Nc1ccc2[nH]ncc2c1 | 1 | -16 | i | 6 | 1 | -5 | nt | 6 | 0 | 2
C/C=C(/C)C(=O)Nc1cccc(C2=NOC3(C2)C[C@H](C(N)=O)N(C(=O)COc2ccc(Cl)cc2)C3)c1 (some centres undefined) | -5 | -3 | i | -8 | 1 | nt | -12 | 3 | -2 | 1
COc1ccc(CCNS(=O)(=O)c2cn(C)c(=O)n(C)c2=O)cc1OC | 2 | -17 | i | 18 | 1 | -1 | -1 | 1 | -3 | -3
COCCCNC(=S)N1CCC(NC(=O)c2ccco2)CC1 | 3 | -8 | i | 7 | 0 | -3 | -3 | 4 | -8 | -5
CCOC(=O)N1CCN(C(=O)CN(c2cccc(C)c2)S(=O)(=O)c2ccccc2)CC1 | -7 | -2 | i | -1 | 0 | -1 | -1 | -4 | 0 | -2
Cc1[nH]c2ccccc2c1C(=O)/C=C/c1ccccc1Cl | -4 | 113* | i | -2 | -3 | -9 | -3 | 0 | 84 | -3
Cc1nn(C)cc1C1C(C#N)=C(N)N(c2ccc(F)c([N+](=O)[O-])c2)C2=C1C(=O)CCC2 (centres undefined) | 2 | 1 | i | 15 | 4 | -7 | -6 | 4 | 15 | 1
O=S(=O)(NCCCN1CCOCC1)c1ccc2ccccc2c1 | -1 | -5 | i | 3 | 2 | -3 | 1 | -1 | -1 | 13
SMILES | HDAC3 inhib | HSF-1 act | PolyA inh | AI-2 QS modul | GSK3B inh | HSP90 refold inh | DYRK1A inh | Platelet DG rel | HSF1 inhib | GSK3 alpha inh
CCN1C(=O)c2cccc3c(NC(=O)c4ccc(S(=O)(=O)N(C)C)cc4)ccc1c23 | 8 | 13 | i | 33 | -1 | 3 | -4 | -2 | 6 | -3
COC(=O)C(C)n1cnc2c(nnn2-c2ccccc2)c1=O (centres undefined) | 4 | 8 | i | -2 | -2 | -1 | -2 | -1 | -3 | 1
O=C(O)Cn1c(=O)c2c(c3ccccc31)CCC2 | 5 | -8 | i | 17 | 2 | 1 | 0 | -1 | 1 | -1
O=C(O)C1Cc2c([nH]c3ccccc23)C(c2ccc3c(c2)OCO3)N1 (centres undefined) | -4 | nt | i | 15 | 0 | -3 | 11 | 4 | nt | 2
Cn1c(SCC(=O)Nc2cccc(F)c2)nc2c(c1=O)SCC2 | 1 | 10 | i | 16 | 0 | -2 | -1 | 11 | -4 | 0
CC1CCCCN1S(=O)(=O)c1ccc(NC(=O)c2cccs2)cc1 (centres undefined) | 5 | 19 | i | 13 | 0 | 4 | -19 | -7 | -2 | -2
FC(F)(F)c1cccc(N2CCN(c3ccc4nnc(-c5ccccc5)n4n3)CC2)c1 | 20 | 14 | i | -3 | -2 | 9 | -2 | -12 | 3 | -1
CN1C(=O)NC(c2cccc(O)c2)C(C(=O)c2cccs2)C1(O)C(F)(F)F (centres undefined) | 0 | 16 | i | 44 | -2 | 6 | -5 | -1 | 14 | -3
O=C1Nc2ccccc2S/C1=C/NCc1ccccc1Cl | -1 | 13 | i | 13 | 1 | -2 | -4 | -13 | -4 | 0
O=C(NCCCN1CCOCC1)c1nn2c(C(F)(F)F)cc(-c3ccco3)nc2c1Cl | -1 | -3 | i | 18 | -1 | 3 | -6 | 12 | -8 | -3
COc1ccc2nc(C)c(C(N)=O)cc2c1 | -1 | -9 | i | 27 | -4 | -3 | 4 | 2 | -2 | -3
O=C(CN1CCN(Cc2ccccc2)CC1)N1CCCc2c1c(=O)oc1ccc(O)cc21 | 4 | 24 | i | 23 | -7 | -1 | -1 | -2 | 8 | 0
COc1ccc(/C=N/NC(=O)c2nnn(-c3nonc3N)c2-c2cccc(OC)c2)cc1 | -3 | -6 | i | 25 | 2 | 0 | nt | 17 | -3 | nt
O=C1OC2CCC1(c1ccccc1)C2 (centres undefined) | 1 | -1 | i | 2 | 0 | 0 | -5 | -10 | -5 | 0
COCCCNc1nc2ccccc2nc1NS(=O)(=O)c1ccccc1 | -6 | 34 | i | 7 | 2 | 8 | -1 | -1 | 9 | -2
Cc1ccccc1C(=O)N1CCN(c2ncnc3c2cnn3-c2ccccc2)CC1 | 6 | -5 | i | 13 | 2 | -3 | 10 | 8 | 0 | -8
Cc1cc(S(=O)(=O)NCc2ccccc2)ccc1OCC(=O)N1CCOCC1 | 1 | 2 | i | 12 | -1 | 1 | 2 | -3 | -9 | 4
CCC[N+](CC#Cc1ccccc1)(CCC)CC(=O)OCC | -6 | -25 | i | 13 | 2 | 0 | 4 | 2 | -8 | 0
Cc1ccc(NC(=S)N2CCC(NC(=O)c3ccccc3)CC2)cc1 | 1 | 19 | i | 16 | -1 | -3 | -1 | -4 | 1 | 0
Cn1c(CSCc2ccccc2)nnc1SCC(=O)Nc1nccs1 | 9 | -5 | i | -60 | 4 | -3 | -1 | -2 | -5 | 12
Cc1cc(-c2ccccc2)nc(N/N=C/c2ccc([N+](=O)[O-])cc2)n1 | 8 | -2 | i | 19 | 2 | 3 | -5 | -5 | 2 | -1
COc1ccccc1N1CCN(C(=O)C(=O)c2cn(CC(=O)N3CCCC3)c3ccccc23)CC1 | 0 | 33 | i | -4 | 0 | 6 | 2 | -2 | 5 | -3
Cc1ccc(C)c(NC(=S)N2CCN(Cc3ccccc3)CC2)c1 | 6 | -8 | i | 15 | 0 | -4 | 23 | 5 | -1 | 0
CCOC(=O)COc1nc2c(c(-c3ccco3)c1C#N)CCc1ccccc1-2 | -5 | 1 | i | 8 | -2 | 0 | -4 | 37 | 6 | -5
CCCCC(=O)Nc1ccc(C(=O)Nc2cccnc2)cc1 | -2 | 9 | i | 2 | 1 | -2 | 1 | 1 | 4 | 5

Four compounds picked at random from the list so far:
SMILES | HDAC3 inhib | HSF-1 act | PolyA inh | AI-2 QS modul | GSK3B inh | HSP90 refold inh | DYRK1A inh | Platelet DG rel | HSF1 inhib | GSK3 alpha inh
Cc1ccc(S(=O)(=O)N2CCCC2C(=O)OCc2ccco2)cc1 (centres undefined) | 2 | 45 | i | 19 | -4 | 0 | 1 | -1 | 15 | -5
Fc1ccc(C2CC(c3cccs3)=NN2c2ccccc2)cc1 (centres undefined) | nt | -7 | i | 37 | -1 | 1 | 2 | 4 | 12 | nt
CN1OC(Cn2cc(C#N)c(=O)n(C)c2=O)CC1c1ccccc1 (centres undefined) | -5 | 8 | i | 44 | 3 | 1 | 6 | 0 | -3 | 0
CCOC(=O)COc1nc2c(c(-c3ccco3)c1C#N)CCc1ccccc1-2 | -5 | 1 | i | 8 | -2 | 0 | -4 | 37 | 6 | -5

(listing goes on)
SMILES | HDAC3 inhib | HSF-1 act | PolyA inh | AI-2 QS modul | GSK3B inh | HSP90 refold inh | DYRK1A inh | Platelet DG rel | HSF1 inhib | GSK3 alpha inh
CC(/C=N/NC(=O)c1nnn(-c2nonc2N)c1C)=C\c1ccccc1 | 3 | 21 | i | 5 | -2 | 0 | 0 | 3 | -1 | -2
NC(=O)C1CC(=O)N(c2ccc(OCc3ccc(F)cc3)cc2)C1 (centres undefined) | -5 | 25 | i | 17 | 1 | -4 | -3 | 5 | 10 | -4
COc1ccc(C(=O)NNC(=S)NC(=O)c2cccs2)cc1 | 5 | -72 | i | -81* | 1 | -3 | 0 | -2 | -74* | 0
CCOC(=O)c1sc(C)c2c(=O)n(Cc3ccc(Cl)cc3)cnc12 | -3 | 1 | i | 3 | -1 | 3 | -6 | -3 | 2 | -2
Cc1cccc(NC(=O)CSCC(=O)N(C)CC(=O)Nc2cccc(F)c2)c1 | 7 | 3 | i | 2 | -1 | nt | -5 | -3 | -1 | -1
O=C(Nc1cccc(-c2cnc3ccccc3n2)c1)c1cccc(NC(=O)c2ccco2)c1 | 1 | -10 | i | 12 | -3 | -1 | -4 | 4 | -17 | nt
Cn1c(=O)[nH]c(=O)c2c1nc(Br)n2CCCc1ccccc1 | nt | 15 | i | 27 | 4 | 0 | nt | 4 | 2 | nt
COc1ccccc1CNC(=O)C(=O)NCC(c1ccco1)N1CCOCC1 (centres undefined) | -2 | -13 | i | 14 | 3 | 2 | -3 | -12 | -1 | -3
NC(=O)C1CCN(c2nnnn2-c2ccccc2)CC1 | -3 | 18 | i | 6 | 3 | -5 | 0 | 12 | -5 | -2
CCOC(=O)c1c(C)[nH]c(C(=O)COC(=O)c2oc3ccc(OC)cc3c2C)c1C | -1 | 16 | i | 26 | -1 | 4 | 3 | 6 | -2 | 1
COc1ccc(C(=O)Nc2nc(N)n(-c3ccccc3)n2)cc1OC | -10 | 4 | i | 18 | 4 | -3 | 19 | -6 | -4 | 1

Only part of the results is shown (hit frequency here may not be typical).
